# KOR beta-arrestin-1: kappa opioid receptor activators – cell-based, luminescence, uHTS, primary screen (AID 1777); KOR beta-arrestin recruitment, luminescence; higher % means a stronger effect; activation, % at 10 µM, or EC50 in µM where a hit was titrated; 280,000 tested, 0.02% active; in the data active = activation above about 50%, passing the limit was not always enough; also: a part of the inactive calls stands beside numbers as strong as those of hits
# GPR55 antagonists: inhibition of LPI-stimulated GPR55 beta-arrestin translocation – imaging, U2OS, beta-arrestin-GFP, LPI agonist, primary screen (AID 2013) | inhibition, % at 10 µM, or IC50 in µM where a hit was titrated | 290,000 tested, 0.13% active | U2OS GPR55 beta-arrestin-GFP translocation imaging, LPI antagonism; higher % means a stronger effect;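 active = spots per cell inhibited over 60%, with over 100 cells counted and total cytoplasm intensity under 500,000; inconclusive = wells with under 100 cells, flagged as likely toxic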;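 also: U2OS cells stably carrying GPR55 and arrestin-GFP stimulated by 5 µM LPI near EC80; imaged beta-arrestin-GFP aggregate spots per cell after agonist stimulation; plate controls were LPI-stimulated DMSO wells for no effect and DMSO wells without LPI for full effect; some results filed as inactive read as strong as hits; confirmed hits need IC50 under 10 µM and bright autofluorescent wells are also inconclusive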
# GPR55 beta-arrestin: GPR55 agonists via beta-arrestin recruitment, primary screen, imaging, U2OS cells, beta-arrestin-GFP redistribution (AID 1961) | U2OS GPR55 beta-arrestin-GFP redistribution imaging; higher % means a stronger effect | activation, % at 10 µM, or EC50 in µM where a hit was titrated | 290,000 tested, 0.048% active;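 active = activation above 40% with more than 50 cells counted in the well; inconclusive = wells holding fewer than 50 cells, flagged as toxic or sparse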;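 also: U2OS osteosarcoma cells stably expressing GPR55 and beta-arrestin-GFP; plate controls were DMSO negative control for no effect and LPI positive control for full effect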
# HEK293 NOD2/NF-kB: NOD2 signaling inhibitors, cell-based, luminescence, uHTS, HEK293 (AID 1566). HEK293 NOD2/NF-kB luciferase reporter, luminescence; higher % means a stronger effect. inhibition, % at 4 µM, or EC50 in µM where a hit was titrated. 290,000 tested, 0.63% active; also: many of its hits are not listed in these tables
# NTR1 ag: agonists of NTR1, primary screen, imaging, U2OS cells, beta-arrestin-GFP, high content (AID 493036); activation, % at 20 µM; 330,000 tested, 0.17% active; P30989; NTR1-U2OS beta-arrestin-GFP spot imaging, agonist mode;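 active = activation at or above 40% of the spot to cytoplasm intensity ratio, with at least 20 cells analyzed; inconclusive = wells under 20 cells, flagged as cytotoxic or low count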;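 also: 0% = DMSO without peptide and 100% = 100 nM NTR1 peptide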
# Target sequence (P30989 whole entry, looked up): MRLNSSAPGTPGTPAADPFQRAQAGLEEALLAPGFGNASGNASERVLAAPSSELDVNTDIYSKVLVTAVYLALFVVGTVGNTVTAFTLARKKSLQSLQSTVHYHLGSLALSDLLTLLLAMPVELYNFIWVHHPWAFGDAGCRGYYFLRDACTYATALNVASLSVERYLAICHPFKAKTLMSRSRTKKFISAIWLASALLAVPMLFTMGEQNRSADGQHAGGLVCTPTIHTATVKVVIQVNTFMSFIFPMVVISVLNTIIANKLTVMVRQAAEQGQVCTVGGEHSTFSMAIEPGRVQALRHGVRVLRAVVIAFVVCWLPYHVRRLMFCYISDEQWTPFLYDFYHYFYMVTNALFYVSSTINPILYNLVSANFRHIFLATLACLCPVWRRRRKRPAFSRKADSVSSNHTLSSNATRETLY
# Myeloid diff MLP: promotes myeloid progenitor differentiation | ER-HoxA9 myeloid progenitors, lysozyme-GFP differentiation, flow cytometry | calls only at 10 µM | 360,000 tested, 1% active;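 active = normalized GFP-positive differentiation at or above the plate's own cutoff, the solvent-only control mean plus 3 SD; inconclusive = no clear call, values can overlap the other calls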;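 also: cells exposed to compound for four days before flow analysis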
# KOR beta-arrestin-2: kappa opioid receptor blockers – cell-based, luminescence, uHTS (AID 1778) | inhibition, % at 10 µM, or IC50 in µM where a hit was titrated | KOR beta-arrestin recruitment, luminescence, antagonist mode; higher % means a stronger effect | 290,000 tested, 0.091% active; also: strong numbers were not always called active
# T cell HTS: T cell immune modulation candidate. 2C CD8+ T cell-vesicle binding, flow cytometry; active compounds read low. calls only at 7 µM. 330,000 tested, 0.068% active;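 active = response, share of CD8 T cells binding vesicles, and their 90th percentile fluorescence all below set limits, cut at about 80% in these data, passing the limit was not always enough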
#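 Also added: QL9-peptide-loaded Drosophila micro-vesicles bearing Ld, ICAM-1 and B7-1; Test system: purified 2C TCR transgenic mouse naive CD8+ T cells; Measured by: cytometric PE anti-B7-1 and Alexa647 anti-CD8 signals after 1% paraformaldehyde fixation; Timing: binding step 1.5 h, 37 °C, antibody labelling 20 min, ice.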
# NOD1 inhibition: NOD1 signaling inhibitors, primary screen, cell-based, luminescence, uHTS (AID 1578); NOD1-driven NF-kB luciferase reporter cells, luminescence; higher % means a stronger effect; 290,000 tested, 1% active; one-dose inhibition, % at 4 µM; EC50 in µM for titrated hits; in the data active = inhibition mostly above about 36%, no sharp cut-off; inactive = mostly below about 34%;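 also: HEK-293T reporter cells stimulated with the NOD1 agonist gamma-tri-DAP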
# T cell HTS vesicle-bound %: further read-out of T cell HTS, marked with its call; double positive events, %; measured here: CD8+ vesicle-bound cell fraction;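 binding gate set so that unloaded-vesicle control wells show 10% double positive cells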
# NTR1 ag cell count 20 µM: also measured in NTR1 ag; calls as there; cell count; measured here: cell count, cytotoxicity flag
# Myeloid diff MLP GFP+ MAC1+ %: further read-out of Myeloid diff MLP, marked with its call; GFP+ MAC1+ double positive, %; measured here: differentiation confirmed by MAC1 staining
# An asterisk follows results filed as active; i = inactive; u = inconclusive; x = not tested or not shown; + = active, no number; [ ] = remark or other dose. Rule as the data show it, unless noted: active = inhibition above about 50%; inactive = the rest.
SMILES,KOR beta-arrestin-1,GPR55 antagonists,GPR55 beta-arrestin,HEK293 NOD2/NF-kB,NTR1 ag,NTR1 ag cell count 20 µM,Myeloid diff MLP,Myeloid diff MLP GFP+ MAC1+ %,KOR beta-arrestin-2,T cell HTS,T cell HTS vesicle-bound %,NOD1 inhibition
COc1ccc(CC(=O)NNC(=O)c2ccccn2)cc1,-0.9%,2%,-0.1%,20%,-0.3,61,i,0.4,0%,i,56,-11%
COc1cccc(CNC(=O)CCC2CCCN(C(=O)c3ccc(C)nc3)C2)c1 (stereo unspecified),x,5%,-0.1%,-12%,-0.1,41,+,2.1*,-24%[20 µM],i,35,-14%
O=C(CSc1ncnc2ccccc12)Nc1ccc(N2CCOCC2)cc1,-1.7%,-7%,0.3%,0%,x,x,x,x,-14%,x,x,20%
CC(C)CCNC(=O)NC(=O)CSc1nnc(COc2ccccc2Cl)o1,0.2%,8%,-0.1%,-2%,0.4,84,i,1.0,28%,i,39,-21%
O=C(O)c1ccccc1C(=O)N1CCN(c2ncccn2)CC1,-2.9%,-8%,-0.3%,17%,x,x,i,1.2,3%,i,38,-14%
FC(F)(F)c1cccc(NC(=S)NCc2ccccn2)c1,-2.4%,5%,0.7%,24%,0.1,70,i,1.3,34%,i,56,17%
Cc1ccc(C2=NS(=O)(=O)N(C)C(C(=O)NC3CCCCC3)=C2)cc1,x,14%,-0.1%,26%,-1.6,94,i,3.4,1%[20 µM],i,22,11%
CN1C(=O)c2c(sc3c2CCCC3)NC1c1ccccc1O (stereo unspecified),0.7%,0%,-0.1%,-45%,1.7,56,x,x,27%,i,48,x
COc1ccccc1NC(=O)N1CCCC1C(=O)Nc1ccc(NC(C)=O)cc1 (stereo unspecified),-1.2%,-11%,0.7%,20%,-0.7,86,i,0.7,-31%,i,38,-24%
Cc1cc2oc(C(=O)NCCc3ccc(S(N)(=O)=O)cc3)cc(=O)c2cc1C,-3.7%,4%,-0.1%,-3%,0.2,85,i,0.2,19%,i,44,-3%
CCOC(=O)C1CCN(C(=O)CCN2C(=O)C3C4C=CC(C4)C3C2=O)CC1 (stereo unspecified),-1.9%,13%,-0.1%,6%,0.6,102,i,0.4,-21%,i,10,2%
O=C(CN1C(=O)COc2ccccc21)NCCN1CCC(Cc2ccccc2)CC1,-1.8%,22%,0.2%,-14%,2.3,76,i,6.2,-19%,i,7,-10%
Cn1c(SCC#N)nc2ccccc2c1=O,x,-11%,-0.3%,19%,1.1,67,i,0.5,-15%,i,58,-8%
O=C(OCCN1C(=O)c2ccccc2C1=O)c1cc(S(=O)(=O)N2CCOCC2)ccc1F,5.6%,-4%,0.1%,0%,35,86,i,0.5,5%,i,20,-20%
Cc1cc2ccccn2c1C(=O)c1ccc([N+](=O)[O-])o1,-5.7%,16%,-0.2%,-20%,4.5,70,x,x,16%,i,25,5%
O=C1c2ccc(Oc3cccc([N+](=O)[O-])c3)cc2C(=O)N1c1ccccn1,-3.2%,3%,-0.2%,18%,0.0,84,i,0.4,-6%,i,36,0%
CCOc1ccc(C(Nc2ccc(C)cc2)P2(=O)OCCCO2)cc1 (stereo unspecified),-6.7%,8%,-0.2%,9%,-1.0,31,i,0.7,-6%,i,43,-70%
Cc1noc(C)c1CSc1nnc2scc(-c3ccc(Cl)cc3)n12,16%,-8%,-0.1%,19%,-1.0,60,i,6.9,-30%,i,16,-4%
COc1ccc(NC(=O)Cn2c(=O)n(CCC(=O)NCC3CCCO3)c(=O)c3cc(OC)c(OC)cc32)cc1 (stereo unspecified),1.8%,3%,0.0%,-9%,-1.3,54,i,0.0,-28%,i,28,-4%
CCCCc1nc2cc(C(=O)N(C)CCc3cn[nH]c3)ccc2o1,-3.3%,-9%,-0.2%,-4%,0.8,68,i,2.7,-20%,i,18,-30%
COc1ccccc1NC(=O)CCSc1nnnn1C,-6.1%,9%,-0.2%,11%,-1.7,80,i,0.4,20%,i,14,-11%
CCN1CCN(Cc2ccc(NC(=O)c3ccc(C)c(NC(=O)c4cccc5[nH]ccc45)c3)cc2C(F)(F)F)CC1,-1.4%,5%,-0.1%,-21%,1.1,49,u,6.2,42%,i,14,0%
CN(c1ccc(C(=O)Nc2ccc3c(c2)OCCO3)cc1)S(C)(=O)=O,5.4%,13%,-0.1%,-47%,0.7,45,+,1.9*,-17%,i,42,-35%
COn1c(-c2ccccc2)nc2ncccc21,-3.2%,8%,0.0%,-3%,-0.8,97,i,0.9,-25%,i,55,-12%
O=C(CCC(=O)c1ccc(F)cc1)Nc1cccc(S(=O)(=O)Nc2cccc(Cl)c2)c1,3.3%,2%,0.7%,17%,0.8,49,i,1.0,-12%,i,0,50%
O=c1cc(-c2cc3ccccc3o2)c2cc(O)ccc2o1,-1.9%,4%,0.6%,7%,2.0,54,i,1.3,-13%,i,52,3%
CC(=O)N1c2c(cc(Br)cc2S(=O)(=O)Nc2c(C)n(C)n(-c3ccccc3)c2=O)CC1C (stereo unspecified),-5.4%,-6%,-0.5%,3%,3.4,54,i,0.1,20%,i,56,-33%
COc1ccc(NC(=O)c2cccs2)cc1OC,1.3%,-1%,-0.1%,-40%,-0.2,54,i,5.8,6%,i,31,-44%
Cc1cccn2c(=O)c(C=Nc3ccccc3)c(NCc3ccco3)nc12,-4.2%,20%,-0.3%,8%,3.5,62,i,1.7,9%,i,30,-3%
Cn1nc(-c2ccc(C(=O)NCC3CCCO3)cc2)c2ccccc2c1=O (stereo unspecified),-5.6%,-20%,-0.2%,-5%,-1.4,65,i,0.7,-25%,i,60,-27%

# Quoted at random: 7 compounds from above.
SMILES,KOR beta-arrestin-1,GPR55 antagonists,GPR55 beta-arrestin,HEK293 NOD2/NF-kB,NTR1 ag,NTR1 ag cell count 20 µM,Myeloid diff MLP,Myeloid diff MLP GFP+ MAC1+ %,KOR beta-arrestin-2,T cell HTS,T cell HTS vesicle-bound %,NOD1 inhibition
COc1ccc(NC(=O)Cn2c(=O)n(CCC(=O)NCC3CCCO3)c(=O)c3cc(OC)c(OC)cc32)cc1 (stereo unspecified),1.8%,3%,0.0%,-9%,-1.3,54,i,0.0,-28%,i,28,-4%
CCN1CCN(Cc2ccc(NC(=O)c3ccc(C)c(NC(=O)c4cccc5[nH]ccc45)c3)cc2C(F)(F)F)CC1,-1.4%,5%,-0.1%,-21%,1.1,49,u,6.2,42%,i,14,0%
O=C(CN1C(=O)COc2ccccc21)NCCN1CCC(Cc2ccccc2)CC1,-1.8%,22%,0.2%,-14%,2.3,76,i,6.2,-19%,i,7,-10%
O=C(OCCN1C(=O)c2ccccc2C1=O)c1cc(S(=O)(=O)N2CCOCC2)ccc1F,5.6%,-4%,0.1%,0%,35,86,i,0.5,5%,i,20,-20%
CN(c1ccc(C(=O)Nc2ccc3c(c2)OCCO3)cc1)S(C)(=O)=O,5.4%,13%,-0.1%,-47%,0.7,45,+,1.9*,-17%,i,42,-35%
Cc1cccn2c(=O)c(C=Nc3ccccc3)c(NCc3ccco3)nc12,-4.2%,20%,-0.3%,8%,3.5,62,i,1.7,9%,i,30,-3%
COc1ccc(CC(=O)NNC(=O)c2ccccn2)cc1,-0.9%,2%,-0.1%,20%,-0.3,61,i,0.4,0%,i,56,-11%

# (cont.)
SMILES,KOR beta-arrestin-1,GPR55 antagonists,GPR55 beta-arrestin,HEK293 NOD2/NF-kB,NTR1 ag,NTR1 ag cell count 20 µM,Myeloid diff MLP,Myeloid diff MLP GFP+ MAC1+ %,KOR beta-arrestin-2,T cell HTS,T cell HTS vesicle-bound %,NOD1 inhibition
COc1ccc(NC(=O)CSc2nc3sc(C)cc3c(=O)n2C)c(OC)c1,4.7%,6%,-0.2%,33%,-1.3,53,i,4.9,-26%,i,46,-5%
COc1cccc(/C=N/Nc2ncnc3scc(-c4ccccc4)c23)c1OC,-2.0%,6%,-0.1%,17%,25,51,u,x,-8%,i,47,22%
C=CCN1C(=O)/C(=C/c2ccc(N(C)C)cc2)S/C1=N\c1nnc(CC)s1,x,-8%,0.3%,11%,x,x,x,x,-26%,x,x,-39%
COc1ccc(Br)cc1C1SCCN1S(C)(=O)=O (stereo unspecified),-0.1%,-13%,0.2%,-2%,-0.5,56,i,0.9,-13%,i,35,-10%
O=C(CSc1ccc([N+](=O)[O-])cn1)Nc1ccc(N2CCOCC2)c(Cl)c1,x,3%,0.4%,-8%,2.9,56,i,0.7,-60%[20 µM],i,30,10%
CC(C)C(C(=O)NCC1CCCO1)N(C(=O)CNS(=O)(=O)c1ccc(F)cc1)C1CCCCC1 (stereo unspecified),7.0%,-13%,-0.1%,-12%,2.0,52,i,1.0,-26%,i,27,46%
CCc1ccccc1NC(=O)c1ccc([N+](=O)[O-])s1,0.8%,-2%,-0.5%,11%,0.3,39,i,0.1,-15%,i,30,2%
CN(c1ccc(C(=O)Nc2ccc3c(c2)n(C)c(=O)n3C)cc1)S(C)(=O)=O,-1.8%,9%,-0.2%,-2%,-1.0,88,i,0.9,33%,i,61,-6%
NC(=O)c1cc2ccc(O)cc2oc1=Nc1ccccc1,-1.3%,-1%,0.4%,-12%,x,x,i,0.0,-11%,x,x,93%*
COc1ccc2nc(SCC(=O)Nc3ccc(S(=O)(=O)Nc4nccc(C)n4)cc3)[nH]c2c1,1.6%,4%,-0.1%,-7%,-1.2,88,i,1.4,-15%,i,26,14%
CCN1C(=O)/C(=C/c2cccs2)N(C)C1=S,-1.7%,-2%,-0.1%,-2%,1.2,94,i,0.2,-23%,i,38,4%
CCN1C(=O)CC(C(=O)Nc2ccc(F)cc2)SC1=Nc1ccc2c(c1)OCO2 (stereo unspecified),-1.3%,-6%,-0.2%,-25%,-0.3,40,i,0.9,35%,i,45,-27%
Cc1[nH]c(=O)[nH]c(=O)c1N1CCOCC1,1.8%,6%,0.0%,24%,0.1,65,i,0.2,-8%,i,6,2%
O=C(O)/C=C/C(=O)Nc1cccnc1,1.0%,-2%,-0.3%,3%,x,x,i,0.0,19%,i,31,-23%
Cn1c(Cc2cccc3ccccc23)nnc1SCC(=O)N1CCN(c2ccccc2)CC1,3.0%,11%,-2.1%,17%,2.7,101,i,1.4,24%,i,52,33%
COc1ccc(N2C(=O)C3C(c4ccc(OC)cc4O)NC(Cc4ccccc4)(C(=O)O)C3C2=O)cc1 (stereo unspecified),-1.7%,5%,0.3%,0%,-0.5,96,i,0.3,-11%,i,58,-10%

# Screening results: PubChem BioAssay, several laboratories

# An excerpt (hit frequency here may not be typical).
